TRPC4 agonist – TRPC4 (mouse) channel activation | B-score at 10 µM | HEK293 TRPC4beta/mu-opioid, Fluo4 calcium fluorescence; active compounds read high | 310,000 tested, 0.49% active | Q9QUQ5;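 active = B-score above 5 SD of library B-scores, and initial fluorescence ratio not above library mean plus 5 SD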;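 also: positive B-score marks a calcium rise read as TRPC4 activation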
Target sequence (Q9QUQ5 whole entry, looked up): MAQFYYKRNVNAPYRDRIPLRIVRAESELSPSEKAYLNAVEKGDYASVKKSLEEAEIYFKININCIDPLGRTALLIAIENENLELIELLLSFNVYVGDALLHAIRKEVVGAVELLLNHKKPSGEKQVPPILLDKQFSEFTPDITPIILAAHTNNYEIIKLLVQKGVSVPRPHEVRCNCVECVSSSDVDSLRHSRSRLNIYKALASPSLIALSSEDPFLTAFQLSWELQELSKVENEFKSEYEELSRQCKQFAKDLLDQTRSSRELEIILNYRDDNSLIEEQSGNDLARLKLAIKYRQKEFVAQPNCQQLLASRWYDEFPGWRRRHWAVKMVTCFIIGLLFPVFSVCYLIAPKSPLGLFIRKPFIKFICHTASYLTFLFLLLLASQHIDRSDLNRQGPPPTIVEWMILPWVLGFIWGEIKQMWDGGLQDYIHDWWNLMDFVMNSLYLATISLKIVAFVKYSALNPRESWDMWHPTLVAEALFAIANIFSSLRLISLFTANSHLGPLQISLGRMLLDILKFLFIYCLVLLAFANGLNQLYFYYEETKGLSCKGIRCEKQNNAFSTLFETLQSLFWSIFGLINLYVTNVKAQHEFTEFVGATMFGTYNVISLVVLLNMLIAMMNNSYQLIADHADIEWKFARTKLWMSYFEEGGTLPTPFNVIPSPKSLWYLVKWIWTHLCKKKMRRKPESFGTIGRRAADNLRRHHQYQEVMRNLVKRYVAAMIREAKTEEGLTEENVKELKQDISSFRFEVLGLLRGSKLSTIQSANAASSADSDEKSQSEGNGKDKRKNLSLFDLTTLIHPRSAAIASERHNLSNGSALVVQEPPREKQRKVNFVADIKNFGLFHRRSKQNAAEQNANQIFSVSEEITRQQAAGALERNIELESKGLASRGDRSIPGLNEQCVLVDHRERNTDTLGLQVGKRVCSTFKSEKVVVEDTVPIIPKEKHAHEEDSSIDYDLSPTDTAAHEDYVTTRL
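System: HEK293 cells stably co-expressing mouse TRPC4beta and mu-opioid receptor; Schedule: Fluo4 dye loading 45 min at room temperature, 110 s recording; Detection: Fluo4 fluorescence, kinetic; Evaluation: B-scored integrated calcium fluorescence ratio; Controls: buffer (low) and maximal DAMGO (high).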
SKKanGAS inh – inhibitors of SKKanGAS S. pyogenes growth in kanamycin (SK-promoter or general growth effect); BacTiter-Glo, 6 h; AID 1662; inhibition, % at 7.5 µM; 300,000 tested, 1.3% active;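 active = mean replicate score, as percent of positive control median, at least 50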;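 also: strain carries kanamycin resistance gene driven by streptokinase promoter and grows in 40 µg/ml kanamycin; loss of luminescence reflects streptokinase promoter inhibition or plain growth inhibition; 0% = median of DMSO wells and 100% = positive control at its reference dose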
aSyn UTR inh – MLPCN primary screen, SNCA 5' untranslated region. inhibition, % (tested at 7.5 µM). alpha-synuclein 5'UTR reporter, inhibitor activity. 300,000 tested, 0.82% active; in the data active = inhibition above about 60%;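 also: H4 neuroglioblastoma cells stably carrying SNCA 5'UTR luciferase fusion; 0% = DMSO wells and 100% = positive control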
TRPC6 act – mouse TRPC6 channel activation | HEK293-TRPC6 membrane potential dye fluorescence; active compounds read high | Q61143 | B-score at 10 µM | 310,000 tested, 0.13% active;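 active = B-score of the integrated fluorescence ratio above library mean plus 3 SD, and starting fluorescence ratio within library mean plus 5 SD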;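 also: higher score means more depolarization so channel activation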
KLF5 inh – inhibitors of KLF5 expression; DLD-1 KLF5 promoter-luciferase reporter, luminescence; inhibition, % at 5 µM; 290,000 tested, 0.23% active; AID 1700;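 active = inhibition above a per-plate limit of that plate's mean compound inhibition plus 3 SD, cut at about 60% in these data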;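 also: 0% = DMSO wells and 100% = LY294002 at 200 µM; higher means less KLF5 promoter-driven luciferase light; inactives centre near -14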
TRPC4 PAM – allosteric potentiators of mouse TRPC4 channel; HEK293 TRPC4beta/mu-opioid, DAMGO EC20, Fluo-4 Ca2+ flux; active compounds read high; Q9QUQ5; B-score at 10 µM; 310,000 tested, 0.42% active;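 active = B-score of calcium response area above 5 SD of library B-scores, with initial fluorescence ratio within 5 SD of library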;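 also: B-score of integrated fluorescence ratio over time as area under calcium response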
MrgX1 antagonist – antagonists of human MrgX1 receptor; 310,000 tested, 1.3% active; B-score at 10 µM; MRGX1-HEK293 calcium flux, Fluo-4, BAM8-22 antagonism; active compounds read low; Q96LB2;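 active = calcium-response B-score plate-corrected more than 3 library SD below zero, starting fluorescence within 5 deviations, no agonist response on first addition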;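 also: peak minus trough fluorescence over baseline after final BAM8-22 challenge near maximal dose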
HIF act – HIF pathway transcriptional activation; U2OS HRE-luciferase reporter, luminescence; normalized: DMSO 0%, desferrioxamine 100%; activation, % at 7.5 µM (by protocol); 300,000 tested, 0.32% active;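 active = mean activation of at least 10% of the iron chelator positive control signal, with at least half of replicates also reaching 10%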
IEC-6 cytotox – kills IEC-6 intestinal cells in KLF5 counter-screen. AID 1825. inhibition, % at 5 µM. IEC-6 cytotoxicity, luminescence viability. 290,000 tested, 0.78% active; in the data active = inhibition above about 22%;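 also: 0% = plate median of test compound wells and 100% = cytotoxic reference compound wells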
TRPC6 inhibitor – mouse TRPC6 channel inhibition | HEK293-TRPC6, membrane potential dye, ACh-evoked depolarization; active compounds read low | B-score at 10 µM | 310,000 tested, 1.1% active;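 active = B-score under library mean minus 3 SD, initial fluorescence not abnormally high, positive integrated signal ratio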;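 also: B-score derived from integrated fluorescence ratio over the kinetic read; more negative B-score means stronger inhibition of depolarization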
TRPC4 inh – blocks the mouse TRPC4 cation channel | B-score at 10 µM | Q9QUQ5 | 300,000 tested, 0.39% active | AID 2247 | HEK293 TRPC4beta/mu-opioid, DAMGO-evoked Fluo4 calcium flux; active compounds read low;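 active = B-score over 3 SD under the library average, no early fluorescence shift, positive overall ratio signal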
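material = TRPC4beta/mu-opioid receptor HEK293 cell line | probe or stimulus = sequential submaximal and maximal DAMGO stimulation | compound dosing = one concentration per compound | measured by = Fluo4 Ca2+ flux fluorescence | evaluation = integrated fluorescence ratio relative to baseline, converted to per-well B score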
* marks the source's active call; other numbers are inactive results; i = inactive; . = not tested or not shown.

canonical_smiles	TRPC4 agonist	SKKanGAS inh	aSyn UTR inh	TRPC6 act	KLF5 inh	TRPC4 PAM	MrgX1 antagonist	HIF act	IEC-6 cytotox	TRPC6 inhibitor	TRPC4 inh
COC(=O)c1sc(S(=O)(=O)Nc2ccc3cn[nH]c3c2)c(C(=O)OC)c1C	i	12	28	i	-23	i	i	-0.2	6	i	i
CCCC(=O)Nc1nnc(S(=O)(=O)N(C)Cc2ccco2)s1	i	-13	4	i	-22	i	i	-0.3	4	i	i
CC(=O)Nc1ccc(NC(=O)c2c(-c3ccccc3Cl)noc2C)c(C)c1	i	0	16	i	-9	i	i	0.0	-7	i	i
O=C(Nc1ccn(Cc2ccccc2)n1)c1ccc(F)cc1	i	7	-120	i	-99	i	i	2.5	-5	i	i
Cc1ccc(NC(=O)NC(=O)CSc2nnc(-c3ccc(Cl)cc3Cl)n2N)c(C)c1	i	9	-2	i	-42	i	i	0.3	-4	i	i
Cc1ccccc1N(C(=O)CNC(=O)c1ccco1)C(C(=O)NC1CCCCC1)c1ccncc1 (stereo unspecified)	i	-1	-9	i	-24	i	i	-0.5	-3	i	i
CCCCn1nc(C(=O)N2CCN(S(=O)(=O)c3ccccc3)CC2)c2ccccc2c1=O	i	-7	12	i	.	i	i	-0.1	.	i	i
CCc1cc2c(SCC(=O)Nc3cc(C)on3)ncnc2s1	i	2	1	i	-9	i	i	-0.4	5	i	i
CCCCN(CC)S(=O)(=O)N1CCC(C(=O)NCc2ccc(F)cc2)CC1	i	-13	24	i	-21	i	i	0.3	5	i	i
Cc1ccc(C)c(N(CC(=O)NC(C)C)C(=O)CCC(=O)Nc2ccccn2)c1	i	-1	-16	i	6	i	i	1.0	-3	i	i
Nc1ncnc2c1ncn2CCc1ccccc1	i	-1	-20	i	-23	i	i	1.1	5	i	i
O=C(Nc1ccccc1Cl)c1ccccc1Oc1ccc(C(F)(F)F)cc1[N+](=O)[O-]	i	19	15	i	-15	i	i	-0.5	-4	i	i
COc1ccc(C(Nc2cccc([N+](=O)[O-])c2)P(=O)(OC(C)C)OC(C)C)cc1 (stereo unspecified)	i	-4	20	i	6	i	i	-0.2	7	i	i
CC(C)=C1C2CCC1C(C(=O)NCCc1ccccc1)C2C(=O)O (stereo unspecified)	i	-3	13	i	1	i	i	-0.2	1	i	i
CN1C(=O)CC(N2CCN(c3ncccn3)CC2)C1=O (stereo unspecified)	i	-5	15	i	-14	i	i	-0.1	-2	i	i
COc1ccc(N2C(=O)C3[C@@H](C2=O)C2(Cl)C(Cl)=C(Cl)C3(Cl)C2(OC)OC)cc1 (stereo partly specified)	i	10	9	i	-35	i	i	1.4	-2	i	i
Cc1nc(N2CCN(c3ccccc3)CC2)[nH]c(=O)c1Cc1ccccc1	i	6	8	i	-10	i	i	0.1	3	i	i
COc1ccc(OCCSc2nnc(-c3ccc(OC)cc3)n2N)cc1	i	-7	-48	i	-22	i	i	0.2	0	i	i
COC(=O)c1[nH]c2cccc(OC)c2c1NC(=O)CN1CCC(C(N)=O)(N2CCCCC2)CC1	i	5	-32	i	5	i	i	-0.1	-1	i	i
COc1ccccc1CC(=O)NNC(=O)CN(C)S(=O)(=O)c1ccc(Cl)cc1	i	13	18	i	.	i	i	-0.2	.	i	i
O=C1C2=C(SCCS2)C(=O)N1c1ccccc1	i	2	-20	i	2	i	i	0.6	0	i	i
COc1ccc(-n2nc(C(=O)NCC(=O)NCCCN3CC(C)CC(C)C3)c3ccccc3c2=O)cc1 (stereo unspecified)	i	15	3	i	-12	i	i	0.1	-6	i	i
COc1ccc(CCn2c(C)cc(C(=O)CCl)c2C)cc1OC	i	-13	6	i	-25	i	i	7.9	1	i	i
CC(=O)Nc1ccc(/C=N/NC(=O)c2cccs2)cc1	i	5	-159	i	-105	i	i	2.1	5	i	i
Cc1ccccc1NC(=O)N1CCCC(c2nc(-c3ccc(F)cc3)no2)C1 (stereo unspecified)	i	-2	-34	i	-46	i	i	0.7	-6	i	i
CCCCCOC(=O)C1C(c2ccccc2)C(C(=O)O)C1c1ccccc1 (stereo unspecified)	i	6	10	i	2	i	i	3.1	-2	i	i
CCCc1c(C)nc(N2CCN(c3ccccc3OC)CC2)[nH]c1=O	i	2	-19	i	-28	i	i	0.0	10	i	i
CC(C)c1nc(-c2c(N)n(C)c(=O)n(C)c2=O)sc1C(=O)C(C)(C)C	i	3	22	i	-12	i	i	0.1	-8	i	i
CCOc1ccccc1CNc1nnnn1C	i	4	4	i	-34	i	i	-1.3	2	i	i
CCOC(=O)c1nc(SC)n(C)c1C(=O)OCC	i	0	18	i	-3	i	i	-1.9	-2	i	i
CCOC(=O)N1CCN(c2ccc(C(F)(F)F)cn2)CC1	i	-3	-11	i	-38	i	i	0.0	0	i	i
CCOC(=O)c1cnn2c(C(F)F)cc(C3CC3)nc12	i	3	17	i	-3	i	i	0.4	4	i	i
CCc1ccc2[nH]c(=O)c(CN(CCN(C)C)C(=O)Nc3ccccc3OC)cc2c1	i	-2	-34	i	-29	i	i	-0.3	3	i	i
CS(=O)(=O)c1ccc(Cl)c(NC(=O)C2CC(=O)N(c3ccc4c(c3)OCCO4)C2)c1 (stereo unspecified)	i	3	-19	i	3	i	i	-0.1	0	i	i
CCCCCn1c(N2CCCC2)nc2c1c(=O)n(C)c(=O)n2C	i	2	-5	i	-18	i	i	-2.8	-3	i	i
Cc1c(Cl)cccc1NC(=S)N1CCN(S(=O)(=O)c2cccs2)CC1	i	-5	54	i	-25	i	i	0.9	4	i	i
O=C(CN1C(=O)NC2(CCc3ccccc32)C1=O)c1ccc(Cl)cc1 (stereo unspecified)	i	-14	4	i	.	i	i	1.4	.	i	i
Cc1ccc(NC(=O)COC(=O)CN2C(=O)NC(C)(C)C2=O)cc1S(=O)(=O)N1CCOCC1	i	6	-2	i	0	i	i	-0.9	5	i	i
Cn1c(N)cc(-c2ccc(F)cc2)c(C#N)c1=O	i	-7	16	i	15	i	i	0.2	0	i	i
CCNC(=O)Nn1c(-c2ccccc2)nc2ccccc2c1=O	i	-7	-8	i	-45	i	i	0.3	7	i	i
Cc1ccc(S(=O)(=O)C(CNC(=O)C(C)C)c2cccs2)cc1 (stereo unspecified)	i	-3	3	i	-24	i	i	-0.5	-5	i	i
CCCCN(C)C(=O)c1ccc(S(=O)(=O)N2CCOCC2)cc1	i	5	5	i	-25	i	i	0.2	-4	i	i
CC(C)CN(C(=O)c1ccc(S(=O)(=O)N2CCCCC2)cc1)C1CCS(=O)(=O)C1 (stereo unspecified)	i	-3	3	i	.	i	.	-1.6	.	i	i
Cc1cccc(Oc2ncc(-c3ccc(Cl)cc3)cn2)c1C	i	32	-18	i	-22	i	i	-0.3	0	i	i
Cc1ccc(S(=O)(=O)N2CC=C(C(=O)NC3CC3)CC2)cc1	i	-2	-15	i	-11	i	i	0.0	-8	i	i
COc1ccccc1C(=O)Nc1ccc2c(c1)nc(CCNC(C)=O)n2C	i	-2	-73	i	-53	i	i	2.0	-1	i	i
Cc1ccc(NC2=CC(=O)OC(C)C2)cc1 (stereo unspecified)	i	2	15	i	-29	i	i	0.0	-2	i	i
O=C(Nc1ccc(Cl)cc1)c1sccc1-n1cccc1	i	11	-66	i	-77	i	i	-0.5	10	i	i
CCn1c(C)nc2cc(C(=O)N/N=C(\C)c3ccc(OC)cc3O)ccc21	i	4	84*	i	-44	i	.	-0.4	6	i	i
CCC(CC)C(=O)NCCCN1CCOCC1	i	-2	2	i	-4	i	i	0.8	1	i	i

More compounds follow.
canonical_smiles	TRPC4 agonist	SKKanGAS inh	aSyn UTR inh	TRPC6 act	KLF5 inh	TRPC4 PAM	MrgX1 antagonist	HIF act	IEC-6 cytotox	TRPC6 inhibitor	TRPC4 inh
Cc1cc(C)cc(NC(=O)Cc2ccc(NC3=NC4CS(=O)(=O)CC4S3)cc2)c1 (stereo unspecified)	i	-2	1	i	-6	i	i	-0.1	-9	i	i
Nc1nc(NCc2ccco2)nc(N2CCCCC2)c1[N+](=O)[O-]	i	3	19	i	-22	i	i	0.1	1	i	i
Cc1nc2ccccc2c2oc(C(=O)NC3CC3)cc12	i	-9	22	i	-30	i	i	0.5	5	i	i
N=C1S/C(=C\c2ccco2)C(=O)N1c1nccs1	i	81*	9	i	-80	i	i	2.6	4	i	i
Cc1c(NC(=O)Cc2noc3ccccc23)cccc1[N+](=O)[O-]	i	6	3	i	-25	i	i	0.5	-1	i	i
COC(=O)c1cc2c(C)c(C)c3ccccn3c-2c1C(=O)OC	i	-5	10	i	-18	i	i	-0.1	2	i	i
O=C(O)c1cc([N+](=O)[O-])ccc1NCCO	i	4	-32	i	-2	i	i	-0.3	-5	i	i
Cc1ccc(-c2nc(S(=O)(=O)c3ccccc3)c(SCC(=O)NCC3CCCO3)o2)cc1 (stereo unspecified)	i	0	-9	i	-14	i	i	-0.6	-1	i	i
COCCn1c(-c2ccc(OC)cc2)cnc1SCC(=O)Nc1cc(C)on1	i	15	0	i	-4	i	i	-35	2	i	i
COc1ccc(S(=O)(=O)N2CCCCC2)cc1NC(=O)c1cccs1	i	-4	5	i	-12	i	i	1.8	4	i	i
Cc1ccc(CN(Cc2ccco2)S(=O)(=O)c2ccc(S(=O)(=O)NCC3CCCO3)cc2)cc1 (stereo unspecified)	i	-5	13	i	-59	i	i	0.0	-4	i	i
Cc1ccc(-n2c(=O)[nH]cc(C(=O)N3CCc4ccccc43)c2=O)cc1C	i	2	-12	i	-16	i	i	-0.3	-6	i	i
CC(C)C[C@H](NC(=O)C1CCN(S(=O)(=O)c2ccccc2)CC1)C(=O)NCc1ccccn1	i	-4	-2	i	1	i	i	-0.3	10	i	i
Cc1ccc(S(=O)(=O)Nc2nc(-c3ccccc3)cs2)cc1	i	22	10	i	-18	i	i	-0.6	0	i	i
Cc1ccc2nc(SCC(=O)Nc3cc(C)on3)nc(=O)n2c1	i	-1	-14	i	.	i	i	0.3	.	i	i
CC1CCN(C(=O)CC2C(=O)Nc3c2c(=O)n(C)c(=O)n3Cc2ccccc2)CC1 (stereo unspecified)	i	-4	28	i	-10	i	i	0.1	0	i	i
Cc1ccc(CNC(=O)Cc2ccc(-c3ccccc3)cc2)cc1	i	-1	73*	i	-15	i	i	1.5	8	i	i
CN(CCC1CCOCC1)C(=O)CC1C(=O)NCCN1Cc1c(F)cccc1Cl (stereo unspecified)	i	38	0	i	-18	i	i	-0.2	4	i	i

Bioassay records from PubChem.

No enrichment for hits; about 5.8% have a hit in one of these screens.
